Assay outcomes deposited in PubChem BioAssay by several laboratories.
Fam108B inh: mouse Fam108B serine hydrolase inhibitors, primary screen, counter-screen for RBBP9 inhibitor project, biochemical, fluorescence polarization. recombinant Fam108B, FP-Rh probe fluorescence polarization. inhibition, % at 9.51 µM. 300,000 tested, 0.33% active. AID 1947, 2009;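 active = inhibition above the screen mean inhibition plus 3 SD, computed separately per campaign, cut at about 18% in these data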;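 note: inhibitors lower polarization as less probe binds the enzyme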
GLD-1 RNA inh: GLD-1/TGE RNA complex disruptors, primary screen, biochemical, fluorescence polarization; 320,000 tested, 0.44% active; Female germline-specific tumor suppressor gld-1 (Caenorhabditis elegans), Q17339; inhibition, % at 5.96 µM; AID 2280, 2010; purified GLD-1 + fluorescein TGE RNA;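 active = percent inhibition above a per-plate cutoff, the plate mean of test compounds plus 3 SD, cut at about 30% in these data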;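 note: 0% = DMSO wells with GLD-1 and probe and 100% = wells lacking GLD-1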
Target sequence (Q17339 whole entry, looked up): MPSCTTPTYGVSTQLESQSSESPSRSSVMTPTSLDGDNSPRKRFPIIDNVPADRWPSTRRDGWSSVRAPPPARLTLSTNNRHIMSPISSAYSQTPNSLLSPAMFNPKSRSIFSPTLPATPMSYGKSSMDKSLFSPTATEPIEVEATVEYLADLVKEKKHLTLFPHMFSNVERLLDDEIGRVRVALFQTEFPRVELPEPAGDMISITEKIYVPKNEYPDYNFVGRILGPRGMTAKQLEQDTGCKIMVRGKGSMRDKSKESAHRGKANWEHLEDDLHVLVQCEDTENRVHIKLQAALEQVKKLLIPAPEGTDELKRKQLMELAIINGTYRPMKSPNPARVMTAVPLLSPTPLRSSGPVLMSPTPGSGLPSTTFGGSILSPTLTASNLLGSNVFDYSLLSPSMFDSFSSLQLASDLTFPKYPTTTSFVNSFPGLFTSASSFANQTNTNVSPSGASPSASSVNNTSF
GRK2 inh: compounds blocking aptamer binding on GRK2 – biochemical, human GRK2, bead flow cytometry, HTS, primary screen; FAM-aptamer displacement from GRK2; Beta-adrenergic receptor kinase 1 (Homo sapiens), P25098; AID 488847, 2010; 330,000 tested, 0.59% active; inhibition of aptamer binding, % at 10 µM;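 active = inhibition of aptamer binding above 40%, roughly 3 SD of noise, on plates passing a quality check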;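 note: median bead fluorescence of bound FAM aptamer so fluorescent compounds give negative values; no value below 0 was filed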
Bcl-xL primary: inhibitors of human Bcl-xL, primary screen, biochemical, fluorescence polarization, HTS. Bcl-2-like protein 1 (Homo sapiens), Q07817. GST-Bcl-xL / FITC-Bim BH3 peptide fluorescence polarization. inhibition, % at 10.9 µM. 320,000 tested, 0.7% active;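 active = inhibition above the mean of all tested compounds plus 3 SD, cutoff set per campaign, cut at about 30% in these data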;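 note: 0% = DMSO wells and 100% = unlabeled Bim-BH3 peptide competitor; inhibitors lower millipolarization by displacing the labeled peptide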
Target sequence (Q07817 whole entry, looked up): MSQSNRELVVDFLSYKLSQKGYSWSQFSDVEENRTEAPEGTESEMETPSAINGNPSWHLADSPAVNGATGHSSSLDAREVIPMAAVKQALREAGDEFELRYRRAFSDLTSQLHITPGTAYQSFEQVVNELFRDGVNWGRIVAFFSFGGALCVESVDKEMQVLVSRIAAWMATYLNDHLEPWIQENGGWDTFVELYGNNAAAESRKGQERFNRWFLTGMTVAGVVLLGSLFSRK
AGP1 TOR yeast: modulators of AGP1-GFP expression in yeast TOR pathway, primary screen, cell-based, multiplex flow cytometry, S. cerevisiae, MLPCN library; 3 h; GFP as percent of DMSO wells; GFP response vs DMSO, % at 10 µM; 320,000 tested, 0.02% active;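 active = GFP response relative to DMSO above a set limit, near screen average plus 3 SD, cut at about 150% in these data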;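 note: median GFP channel fluorescence of the gated AGP1 strain per well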
CIT2-GFP yeast: modulators of CIT2-GFP expression in yeast, primary screen, S. cerevisiae, GFP fusion, multiplex flow cytometry, MLPCN library. S. cerevisiae CIT2-GFP strain, 3 h; 100 means same as DMSO wells. GFP response vs DMSO, % at 10 µM. 320,000 tested, 0.065% active;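 active = GFP response relative to DMSO above a set limit, near the screen mean plus 3 SD, cut at about 150% in these data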;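 note: ratio of well median GFP fluorescence to mean of DMSO wells on the plate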
VLA-4 inh: inhibition in human VLA-4 binding assay, primary screen, VLA-4 allosteric modulator project, MLPCN library, flow cytometry, VLA-4 expressing cells. AID 2557, 2010. Integrin alpha-4 (Homo sapiens), P13612. inhibition, % (about 7 µM as worked out from the volumes in the protocol). 330,000 tested, 0.2% active. ligand binding flow cytometry; in the data active = inhibition above about 50%
MEX-5 binding: MEX-5 zinc finger RNA-binding disruptors – biochemical, C. elegans, fluorescence polarization, MLPCN library, primary screen; MEX-5/FITC-TCR2 RNA binding; active compounds read low; activity score (negative = inhibition of binding), % at 10 µM; 300,000 tested, 0.38% active; AID 1832, 2009;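 active = inhibition past about -25% in most replicates, and total fluorescence under double the plate's negative control median, limit read from the data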;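 note: 0% = DMSO and -100% = 5 µM competing unlabeled TCR2 RNA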
MCL1-BIM inh: inhibitors of MCL1 binding to BIM-BH3, primary screen, biochemical, fluorescence polarization; GST-MCL1 / FITC-Bim-BH3 fluorescence polarization; AID 2057, 2009; 320,000 tested, 0.68% active; inhibition, % at 10.9 µM; Induced myeloid leukemia cell differentiation protein Mcl-1 (Homo sapiens), Q07820;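 active = inhibition above the mean inhibition of all tested compounds plus 3 SD, set per campaign, cut at about 40% in these data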;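 note: 0% = DMSO wells and 100% = unlabeled Bim-BH3 peptide control; higher means more loss of mP so more displacement of Bim peptide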
Target sequence (Q07820 whole entry, looked up): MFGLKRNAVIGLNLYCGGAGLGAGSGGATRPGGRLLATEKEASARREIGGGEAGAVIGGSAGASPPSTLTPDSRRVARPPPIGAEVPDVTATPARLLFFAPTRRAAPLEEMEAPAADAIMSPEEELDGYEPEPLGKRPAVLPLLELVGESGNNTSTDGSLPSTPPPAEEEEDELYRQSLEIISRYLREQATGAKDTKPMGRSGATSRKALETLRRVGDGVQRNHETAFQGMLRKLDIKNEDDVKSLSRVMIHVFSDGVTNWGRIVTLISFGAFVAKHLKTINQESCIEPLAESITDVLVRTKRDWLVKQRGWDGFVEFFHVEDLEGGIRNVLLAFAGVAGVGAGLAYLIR
Numbers without * were called inactive; . = not tested or not shown.

SMILES | Fam108B inh | GLD-1 RNA inh | GRK2 inh | Bcl-xL primary | AGP1 TOR yeast | CIT2-GFP yeast | VLA-4 inh | MEX-5 binding | MCL1-BIM inh
CC(C)CN(Cc1cc(=O)oc2cc(-c3ccccc3)c(O)cc12)CC(C)C | 42* | -4 | 0 | 3 | 95 | 99 | 5 | -1.0 | 4
CCOc1ccc(C(=O)NCCCN2CCOCC2)cc1OCC | 5 | -5 | 1 | -4 | 101 | 90 | 2 | -1.1 | -4
O=C(Nc1ccc(C2CCCCC2)cc1)C1CCCN(c2ncccn2)C1 (centres undefined) | 0 | 0 | 0 | 2 | 105 | 100 | 17 | 1.9 | 6
COc1ccc([C@H]2CC(=O)C=C(c3cc(C(F)(F)F)cc(C(F)(F)F)c3)C2)cc1 | . | -8 | 0 | 2 | 96 | 105 | -11 | . | -3
CCCCc1ccc(NC(=O)N2CCN(c3cc(C)nc4ccccc34)CC2)c(C)c1 | -1 | 2 | 3 | 3 | 95 | 96 | 9 | 0.4 | -1
O=C(Nc1ccc2oc(-c3ccccc3Cl)nc2c1)c1ncn[nH]1 | -10 | 4 | 0 | -23 | 94 | 92 | 19 | -1.5 | -32
COc1ccc(-c2nnn(Cc3ccccc3)n2)cc1 | -6 | -9 | 0 | -3 | 97 | 97 | 13 | 0.7 | -8
CC(=O)Nc1ccc(NC(=O)CSc2nc3ccccc3o2)cc1 | 0 | -7 | 0 | 2 | 98 | 93 | 6 | -1.1 | -5
Cc1cc(NC(=O)Cn2nnc3sc4c(c3c2=O)CCCC4)no1 | 0 | 7 | 0 | 4 | 94 | 92 | 13 | 1.3 | 9
Cc1cc(NC(=O)Nc2ccc(F)cc2)no1 | 6 | 0 | 1 | 1 | 98 | 98 | 9 | 2.1 | -4
O=C(NNC(=O)c1ccccc1O)c1ccc(S(=O)(=O)Nc2ccccc2F)cc1 | 6 | 8 | 1 | 2 | 105 | 94 | 0 | -26* | 6
Cc1nc(-c2ccc(S(=O)(=O)NCC3CCN(C(=O)OC(C)(C)C)CC3)s2)cs1 | 0 | 8 | 2 | 2 | 112 | 98 | 14 | 3.1 | 3
Cc1cc(C)c(-c2csc(NC(=O)/C=C/c3cccs3)n2)c(C)c1 | -16 | 0 | 0 | 2 | 105 | 100 | -1 | 0.4 | -6
CCOC(=O)CSc1nc(C)c(C(C)=O)cc1C(N)=O | 0 | 12 | 0 | -2 | 103 | 88 | 8 | -2.0 | -3
O=C(c1ccccc1)c1cccn1CC(=O)N1CCN(c2ccc(F)cc2)CC1 | -2 | -5 | 0 | 4 | . | 88 | -8 | 0.7 | 2
CCOc1ccc(CNCCc2ccc(S(N)(=O)=O)cc2)cc1 | 0 | 0 | 2 | 0 | 112 | 98 | 2 | -0.7 | -3
CCOC(=O)N1CCN(C(=O)Cn2cc3c(n2)CCCC3)CC1 | -1 | -3 | 0 | 4 | 107 | 104 | -2 | 0.7 | 1
COC(=O)c1cc(C)sc1NC(=O)CCCC(=O)O | 0 | -2 | 0 | 6 | 101 | 101 | -2 | -2.8 | 0
COc1cc(NC(=O)c2ccc(C)cc2)c(OC)cc1NC(=O)CN1CCOCC1 | -1 | -1 | 0 | 3 | 30 | 117 | -2 | -1.5 | 0
O=C(Cc1c(O)c2ccccc2oc1=O)c1ccc(F)cc1 | . | 0 | 0 | 1 | 100 | 86 | 18 | . | 1

The list goes on; the last two above are carried over.
SMILES | Fam108B inh | GLD-1 RNA inh | GRK2 inh | Bcl-xL primary | AGP1 TOR yeast | CIT2-GFP yeast | VLA-4 inh | MEX-5 binding | MCL1-BIM inh
COc1cc(NC(=O)c2ccc(C)cc2)c(OC)cc1NC(=O)CN1CCOCC1 | -1 | -1 | 0 | 3 | 30 | 117 | -2 | -1.5 | 0
O=C(Cc1c(O)c2ccccc2oc1=O)c1ccc(F)cc1 | . | 0 | 0 | 1 | 100 | 86 | 18 | . | 1
C/C=C\C=C/C(=O)Nc1cccc(C2=NOC3(C2)C[C@H](C(N)=O)N(C(=O)CC)C3)c1 (some centres undefined) | -7 | -1 | 3 | -1 | 92 | 95 | -6 | -3.9 | -13
CCC(OC(=O)CCc1nc2ccccc2[nH]c1=O)C(=O)c1ccccc1 (centres undefined) | -1 | 1 | 4 | 7 | 102 | 80 | 8 | 3.2 | 6
COC(=O)c1cc(S(=O)(=O)N2CCC(c3ccccc3)C2)c[nH]1 (centres undefined) | -3 | 3 | 0 | 6 | 98 | 97 | 13 | -0.2 | -1
CN(C)C1=NC[C@H](Cc2ccccc2)N1CC1CCCCC1 | -1 | 8 | 0 | 3 | 98 | 99 | -7 | . | -7
COc1ccc(CCNC(=O)CSc2nnc(NC(C)=O)s2)cc1OC | 3 | 1 | 0 | -12 | 102 | 98 | 0 | 1.6 | -20
O=C(c1ccc(COc2ccccc2Cl)o1)N1CCCC1 | 2 | 1 | 1 | 4 | 92 | 85 | -6 | -0.7 | 2
CC(C)Nc1oc(Cc2cccc3ccccc23)nc1C#N | 3 | -4 | 1 | 1 | 104 | 100 | 3 | 1.2 | 4
O=C(Cc1ccccc1[N+](=O)[O-])N1CCN(c2ccc(F)cc2)CC1 | 0 | -4 | 1 | 9 | . | 90 | -1 | 0.9 | 3
CCC(C)c1ccc(S(=O)(=O)N2CCN(S(=O)(=O)c3ccc(NC(C)=O)cc3)CC2)cc1 (centres undefined) | -28 | -2 | 1 | 3 | 98 | 100 | 3 | 0.6 | 4
COCCCN1C(=O)c2ccc(C(=O)O)cc2C1=O | 2 | 6 | 0 | 1 | . | 84 | 2 | -1.8 | 1
CC(C)(C)n1nnnc1C(c1cccnc1)N1CCN(c2ccccn2)CC1 (centres undefined) | 0 | -2 | 0 | 10 | 86 | 91 | 11 | 0.0 | 4
CCc1ccc(C(=O)COC(=O)c2cccnc2Cl)cc1 | -2 | -1 | 0 | 3 | 108 | 105 | 0 | -2.2 | -3
COc1ccc(OC)c(/C=N/NC(=O)c2cc(-c3ccc(C)o3)nc3ccccc23)c1 | -5 | -4 | 3 | -2 | 102 | 99 | -4 | 1.0 | 0
CC(=O)N1CCc2cc(S(=O)(=O)NC(C(=O)Nc3ccc4c(c3)OCCO4)C(C)C)ccc21 (centres undefined) | 2 | 2 | 0 | 3 | 108 | . | -8 | 1.5 | 0
CCCCN1CN(Cc2ccco2)CNC1=S | -3 | -155 | 0 | 1 | 100 | 127 | -14 | 2.3 | -1
COC(C(=O)NC(C(C)C)C(C)C)c1ccccc1 (centres undefined) | -1 | 0 | 4 | 6 | 104 | 105 | 26 | 3.4 | 7
CC(C(=O)Nc1c2c(cc3c1CCC3)CCC2)N1CCCC1 (centres undefined) | 4 | -7 | 0 | 3 | 96 | 96 | -5 | -3.0 | 1
COc1ccc(NC(=O)c2cnc(C)cn2)cc1-n1cnnn1 | 2 | 0 | 13 | 0 | 101 | 98 | 11 | -5.6 | -1
COc1cc(/C=C2\SC(=S)N(N3CCOCC3)C2=O)cc(OC)c1OC | 6 | 2 | 11 | 14 | 98 | 90 | 1 | -0.3 | 17
COc1ccc(C(=O)c2ccc(OC)c(OC)c2)cc1OC | 1 | 6 | 0 | 3 | 96 | 94 | -3 | 0.2 | 5
CCC12CN3CC(CC)(CN(C1)C31C(=O)N(C)c3ccc(C)cc31)C2=O (centres undefined) | -1 | 1 | 0 | 10 | 101 | 102 | -1 | 1.0 | 0
CC1CN(C(=O)C2CCCC2)C(C)CN1C(=O)C1CCCC1 (centres undefined) | 2 | 2 | 2 | 1 | 82 | 85 | -3 | -1.0 | 12
CCOc1ccc(NC(=O)CSc2nc3[nH]ncc3c(=O)n2-c2ccccc2OC)cc1 | -6 | -3 | 0 | 2 | 108 | 106 | -22 | -1.5 | -1
CC(=O)N1CCN(CC(=O)Nc2sccc2C#N)CC1 | 3 | 2 | 1 | -1 | 106 | 103 | 0 | -3.7 | 6
COC(=O)c1ccc(Sc2ccc(Cl)cc2)c(N)c1 | -1 | 2 | 5 | -3 | 91 | 91 | . | -2.8 | 6
O=C(COC(=O)/C=C/c1ccccc1)Nc1ccccc1Br | 2 | -4 | 3 | 0 | 102 | 104 | -1 | 0.3 | -6
CCOc1c(OC)cc(C2C(C#N)=C(N)Oc3n[nH]c(-c4ccncc4)c32)cc1OC (centres undefined) | -7 | -4 | 0 | 1 | . | 110 | -8 | -0.9 | -8
CCC(C(=O)N1CCN(S(=O)(=O)c2sc(C(=O)O)c(C)c2C(=O)O)CC1)c1ccccc1 (centres undefined) | . | 8 | 0 | 3 | 97 | 91 | 6 | . | 3
Cc1ccc(NC(=O)c2nc[nH]c2C(=O)N2CCC(C)CC2)cc1 | 0 | 3 | 0 | 6 | 84 | 83 | 27 | -0.1 | 5
COc1ccc(S(=O)(=O)N2CCC(C(=O)N3CCCCC3)CC2)cc1 | -2 | -3 | 3 | 4 | 96 | 103 | 7 | 1.9 | 2
CCc1ccc(NC(=O)C2CCN(S(=O)(=O)c3c(C)noc3/C=C/N(C)C)CC2)cc1 | -3 | -33 | 2 | -42 | 94 | 97 | 14 | 2.5 | -69
COc1ccc(C=NCC2COc3ccccc3O2)cc1OC (centres undefined) | -3 | 1 | 0 | 4 | 101 | 101 | 0 | 1.8 | 0
Cc1c(C(=O)N2CCCCC2)sc(NC(=O)C(C)C)c1C#N | -1 | 7 | 0 | 0 | 102 | 102 | 21 | 2.6 | -7
COC(=O)CSC1=C(C#N)C(c2ccccc2OC)C(C(=O)OC)C(=O)N1 (centres undefined) | -2 | -2 | 5 | 1 | 92 | 87 | -9 | 0.6 | -5
CNC(=O)C1C2C=CC3(O2)C1C(=O)N(C1CC1)C3C(=O)NCc1ccc(OC)cc1 (centres undefined) | 0 | -4 | 0 | -3 | 97 | 100 | 1 | -0.6 | -2
COc1ccc(CCNC(=O)C2CCCN(S(C)(=O)=O)C2)cc1OC (centres undefined) | 0 | 12 | 1 | -3 | 100 | 98 | 2 | -2.0 | -4
COc1ccc(Cl)cc1S(=O)(=O)N1CCCC(C(=O)NCCc2ccccc2)C1 (centres undefined) | 1 | 0 | 1 | 5 | 98 | 94 | -3 | -2.3 | 5
CCOC(=O)C1=NN(c2ccc(F)cc2)C2=NC(C)=C(C(=O)OC)C(c3cccs3)N12 (centres undefined) | -2 | -2 | 2 | 6 | 107 | 108 | -14 | 1.0 | 10
O=C(NCc1ccccc1)Nc1cccn(Cc2ccc(F)cc2)c1=O | 6 | 3 | 0 | 3 | 98 | 102 | 18 | 0.6 | 5
COc1ccc(C(CC(=O)NCc2ccccc2)Sc2n[nH]c(-c3ccccc3)n2)cc1 (centres undefined) | -3 | 3 | 0 | 8 | 105 | 106 | -1 | -1.3 | 14
